High-throughput results as filed in PubChem BioAssay.
DRD3 antagonist: antagonists of human D3 dopamine receptor. P35462. D3R cells, DiscoveRx beta-arrestin luminescence, antagonist mode; stronger effect = lower value. max response, negative = inhibition, %. 360,000 compounds, 2.5% hits. AID 652054; in the data active means max response below about -50%; inconclusive means no clear call, values can overlap the other calls; further: on the % scale 0 is the no-effect control and ±100 the full control effect; mostly tested at two doses, the higher about 12 µM
Target sequence (P35462 whole entry, looked up): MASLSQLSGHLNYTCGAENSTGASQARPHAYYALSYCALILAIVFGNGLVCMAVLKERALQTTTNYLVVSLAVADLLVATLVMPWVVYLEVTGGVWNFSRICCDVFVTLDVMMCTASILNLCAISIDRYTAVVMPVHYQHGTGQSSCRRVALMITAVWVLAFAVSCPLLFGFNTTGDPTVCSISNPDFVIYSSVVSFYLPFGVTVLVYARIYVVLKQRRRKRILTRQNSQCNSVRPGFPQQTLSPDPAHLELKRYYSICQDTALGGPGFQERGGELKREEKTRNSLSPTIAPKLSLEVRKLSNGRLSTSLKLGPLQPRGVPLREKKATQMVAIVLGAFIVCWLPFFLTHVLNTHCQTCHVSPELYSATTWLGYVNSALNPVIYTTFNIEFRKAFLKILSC
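Cells expressing the human receptor were seeded at 1500 cells/well, incubated overnight at 37 degrees C in 5% CO2, then exposed to library compounds with dopamine controls for 90 minutes at 37 degrees C before luminescent detection.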
HT1080 IDH1KD tx: toxicity to HT-1080 IDH1 knockdown cells (counter line); HT-1080 IDH1 knockdown viability, ATP luminescence, 48 h; AID 686971; Potency, µM (top dose mostly 46.1 µM), inactives show at the highest dose activity, negative = toxicity, hits mostly cytotoxic; 360,000 compounds, 2% hits;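 further: potency means the concentration at half of the fitted maximal effect; 0% = DMSO wells and -100% = cell-free medium wells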
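In this qHTS, HT-1080 cells depleted of IDH1 are exposed for 48 h at 37 °C to compound titrations. Toxicity is scored from CellTiter-Glo luminescence, with DMSO as full viability and medium alone as none.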
KB-V1 MDR tox: KB-V1 MDR subline cytotoxicity | KB-V1 MDR cells viability, CellTiter-Glo, 72 h | AID 1347076 | 400,000 compounds, 3.4% hits | Potency, µM (top dose mostly 46.1 µM), for the others: at the top dose activity change, negative = cytotoxicity, usual class: cytotoxic; further: potency means the concentration at half of the fitted maximal effect; on the % scale 0 is the no-effect control and ±100 the full control effect; nearly all actives have a fitted effect of over 60% in size
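Luminescent ATP read-out (CellTiter-Glo, 10 min) measures survival of drug-selected KB-V1 MDR cells after 72 h, 37 degrees C compound exposure. Medium: phenol-red-free DMEM, 10% FBS. Values from fitted concentration-response curves.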
HT1080NT lethal: kills 2HG-producing HT-1080-NT fibrosarcoma cells | HT-1080-NT fibrosarcoma viability, CellTiter-Glo ATP luminescence, 48 h | Potency, µM (series often up to 46.1 µM), without a hit: at the highest dose activity, negative = less viability, most hits filed as cytotoxic | 360,000 compounds, 1.6% hits | AID 686970;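 further: NT is the 2HG producing partner of a matched IDH1 knockdown line; potency means the concentration at half of the fitted maximal effect; 0% = DMSO-treated cells and -100% = media-only wells without cells; nearly all actives have a fitted effect of over 55% in size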
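A 48-hour cytotoxicity screen used HT-1080-NT cells plated 2 hours before compound delivery. ATP-based CellTiter-Glo luminescence measured viability, normalized to DMSO and no-cell controls.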
GLP-1R agonist: agonists of human GLP-1 receptor; P43220; HEK293 GLP-1R CRE-luciferase, luminescence, 4-6 h; cells express a hypersensitive GLP-1R form; Potency, µM (highest dose often 45.6 µM), for inactives: at the highest dose activation, hits mostly activators; 380,000 compounds, 0.007% hits; AID 624172; further: potency means the concentration at half of the fitted maximal effect; % of control where 0% means no effect
Target sequence (P43220 whole entry, looked up): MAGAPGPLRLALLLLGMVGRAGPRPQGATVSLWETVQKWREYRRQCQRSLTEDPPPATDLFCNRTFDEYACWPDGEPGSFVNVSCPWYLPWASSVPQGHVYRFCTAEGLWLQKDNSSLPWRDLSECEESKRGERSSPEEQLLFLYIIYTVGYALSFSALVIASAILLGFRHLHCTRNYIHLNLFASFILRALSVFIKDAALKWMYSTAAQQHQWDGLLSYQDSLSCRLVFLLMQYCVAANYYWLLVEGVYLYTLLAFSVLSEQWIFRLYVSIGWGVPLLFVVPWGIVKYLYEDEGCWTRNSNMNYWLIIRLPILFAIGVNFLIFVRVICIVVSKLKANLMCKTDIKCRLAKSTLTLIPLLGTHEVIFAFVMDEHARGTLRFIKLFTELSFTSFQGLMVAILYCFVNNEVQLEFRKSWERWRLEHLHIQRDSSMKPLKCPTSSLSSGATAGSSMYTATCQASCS
IL-1B inflam inh: blocks inflammasome-driven IL-1 beta release; activity change, % at 57.5 µM; THP-1 LPS/ATP IL-1B secretion, AlphaLISA, 16 h; stronger effect = lower value; AID 743279; 360,000 compounds, 4.7% hits; in the data active means activity change below about -50%; inconclusive means mostly about -30% to -49%; further: on the % scale 0 is the no-effect control and ±100 the full control effect
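Secreted IL-1B measured by AlphaLISA bead assay after 16 h compound exposure of THP-1 cells; compounds (final up to 57.5 uM) added 1 h before LPS (250 ng/mL) and ATP (1.25 mM) stimulation; lower signal means less secretion.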
SW480 rereplic: induces DNA re-replication in SW480 colon adenocarcinoma cells; SW480 DNA re-replication, Hoechst DNA content imaging, 48 h; Potency, µM (titrated, usually from 46.1 µM), without a hit: at the top dose re-replication activation, hits mostly activators; 340,000 compounds, 1.8% hits; further: potency means the concentration at half of the fitted maximal effect; % of control where 0% means no effect; nearly all actives have a fitted effect of over 55% in size
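Cells (250 per well) received 23 nL compound or DMSO by pin tool and were kept 48 hr at 37 C, 5% CO2. Nuclei were then stained with Hoechst for 40 min and scanned for DNA content.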
DRD3 agonist: agonists of human D3 dopamine receptor; P35462; D3R DiscoveRx beta-arrestin cells, luminescence, 90 min; max activation, %; 410,000 compounds, 0.58% hits; AID 652048; in the data active means max activation above about 30%; further: 0% is about no effect; mostly tested at two doses, the higher about 12 µM
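Agonist mode: compounds and dopamine controls were applied to plated cells for 90 min at 37 degrees C after an overnight attachment at 1500 cells/well. Luminescent read-out followed 30 - 60 minutes at room temperature with DiscoveRx detection reagent.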
KB-3-1 tox: KB-3-1 parental cell cytotoxicity. 400,000 compounds, 1.4% hits. KB-3-1 viability, CellTiter-Glo ATP luminescence, 72 h. Potency, µM (titrated, usually from 46.1 µM), without a hit: top-dose activity change, negative = cytotoxic, most hits filed as cytotoxic; further: potency means the concentration at half of the fitted maximal effect; on the % scale 0 is the no-effect control and ±100 the full control effect; nearly all actives have a fitted effect of over 60% in size
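Luminescent ATP read-out (CellTiter-Glo) measures survival of drug-naive KB-3-1 cells after 72 h compound exposure at 37 °C. Titration series was screened from lowest to highest concentration, with DMSO vehicle plates as background controls.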
The depositor's hits bear a star. Unless noted, the call rests on the fitted dose curve; in most records, active means well fitted curve in the direction sought with a large enough effect; inconclusive means small, poorly fitted or top-dose-only effect, or another doubt; inactive means no such curve, though single readings can be large; an effect the other way counts as inactive or inconclusive.

For Cc1ccc(N2C(=O)N(CC(=O)N3CCc4ccccc43)C(=O)C2C)cc1 (centres undefined) the results were DRD3 antagonist 19, HT1080 IDH1KD tx 5%, KB-V1 MDR tox 7%, HT1080NT lethal 13%, GLP-1R agonist -6%, IL-1B inflam inh -2, DRD3 agonist 2 and KB-3-1 tox 2%.
`CCOc1ccc(-n2c(=O)c3c4c(sc3n(CC(=O)Nc3cccc(C(F)(F)F)c3)c2=O)CCCCC4)cc1` gave KB-V1 MDR tox 9%, GLP-1R agonist 0%, DRD3 agonist 4 and KB-3-1 tox -8%.
`CC(NC(=O)CCNS(=O)(=O)c1cccc2nonc12)c1ccccc1` (centres undefined) gave DRD3 antagonist 1, HT1080 IDH1KD tx 4%, KB-V1 MDR tox 7%, HT1080NT lethal 0%, GLP-1R agonist 2%, IL-1B inflam inh 7, SW480 rereplic 9%, DRD3 agonist 23 and KB-3-1 tox -2%.
Screening Fc1ccc(Nc2nc(N3CCOCC3)c3ccccc3n2)cc1 returned DRD3 antagonist 25, HT1080 IDH1KD tx -18%, KB-V1 MDR tox 16µM*, HT1080NT lethal -1%, GLP-1R agonist 2%, IL-1B inflam inh -78*, SW480 rereplic 4%, DRD3 agonist -1 and KB-3-1 tox inconclusive.
`COc1ccccc1CC(NC(C)=O)C(=O)NC1CCN(c2nnnn2-c2ccccc2)CC1` (centres undefined) gave DRD3 antagonist 18, HT1080 IDH1KD tx 11%, KB-V1 MDR tox 11%, HT1080NT lethal 2%, GLP-1R agonist -4%, IL-1B inflam inh -1, SW480 rereplic 1%, DRD3 agonist 2 and KB-3-1 tox 10%.
For CCOC(=O)C1=C(O)c2ccccc2C(=O)/C1=C\c1ccc(C)cc1 the results were DRD3 antagonist -9, HT1080 IDH1KD tx 18µM*, KB-V1 MDR tox inconclusive, HT1080NT lethal inconclusive, GLP-1R agonist 4%, IL-1B inflam inh 0, SW480 rereplic inconclusive, DRD3 agonist 3 and KB-3-1 tox inconclusive.
For Cc1coc2c(C)c3oc(=O)c(CCC(=O)NCCN4CCOCC4)c(C)c3cc12 the results were DRD3 antagonist -7, HT1080 IDH1KD tx -1%, KB-V1 MDR tox 14%, HT1080NT lethal 0%, GLP-1R agonist -4%, IL-1B inflam inh -20, SW480 rereplic 3%, DRD3 agonist -25 and KB-3-1 tox 0%.
For C/C(NC(=O)c1ccccc1)=C1/C(=O)CC2C1C2(C)C (centres undefined) the results were DRD3 antagonist inconclusive, HT1080 IDH1KD tx inconclusive, KB-V1 MDR tox -9%, HT1080NT lethal -22%, GLP-1R agonist -4%, IL-1B inflam inh -20, SW480 rereplic -10%, DRD3 agonist -6 and KB-3-1 tox -19%.
COc1ccccc1N1CCN(c2nc(C)cc(C)c2C#N)CC1 was read as DRD3 antagonist 4, HT1080 IDH1KD tx -8%, KB-V1 MDR tox 2%, HT1080NT lethal 1%, GLP-1R agonist -3%, IL-1B inflam inh 4, SW480 rereplic inconclusive, DRD3 agonist -8 and KB-3-1 tox -3%.
Screening CCOc1cccc(C2c3[nH]c4ccccc4c3CCN2C(=O)Cc2cccc(OCC)c2OCC)c1 (centres undefined) returned KB-V1 MDR tox -4%, GLP-1R agonist 0%, DRD3 agonist 7 and KB-3-1 tox -4%.
For CCOC(=O)N1CCN(Cc2nc(N)nc(Nc3ccc(OC)cc3)n2)CC1 the results were DRD3 antagonist 36, HT1080 IDH1KD tx inconclusive, KB-V1 MDR tox 0%, HT1080NT lethal 5%, GLP-1R agonist 0%, IL-1B inflam inh -12, SW480 rereplic 2%, DRD3 agonist 9 and KB-3-1 tox 1%.
Screening Cc1ccnc2nc(C(=O)OCC(=O)c3ccc(NC(=O)CC(C)C)cc3)nn12 returned DRD3 antagonist 14, HT1080 IDH1KD tx 5%, KB-V1 MDR tox inconclusive, HT1080NT lethal 2%, GLP-1R agonist 12%, IL-1B inflam inh 15, SW480 rereplic 0%, DRD3 agonist 1 and KB-3-1 tox 3%.
Cc1cccc(N(CC(=O)NC2CCCC2)C(=O)c2nsc(Cl)c2Cl)c1C was read as DRD3 antagonist -19, HT1080 IDH1KD tx -10%, KB-V1 MDR tox inconclusive, HT1080NT lethal -2%, GLP-1R agonist 8%, IL-1B inflam inh -5, SW480 rereplic 2%, DRD3 agonist -6 and KB-3-1 tox 0%.
CCCN(CC(=O)Nc1ccccc1C)C(=O)c1cc(=O)[nH]c2ccccc12 was read as DRD3 antagonist 8, HT1080 IDH1KD tx 9%, KB-V1 MDR tox -5%, HT1080NT lethal 11%, GLP-1R agonist 11%, IL-1B inflam inh 22, SW480 rereplic -3%, DRD3 agonist 2 and KB-3-1 tox 27%.
O=C(NCc1ccc(OC(F)(F)F)cc1)c1cccc2c1C(=O)c1ccc(N3CCC(Cc4ccccc4)CC3)cc1S2(=O)=O was read as DRD3 antagonist 0, HT1080 IDH1KD tx 8%, KB-V1 MDR tox -15%, HT1080NT lethal 2%, GLP-1R agonist 1%, IL-1B inflam inh -2, SW480 rereplic -2%, DRD3 agonist 22 and KB-3-1 tox 1%.
For COc1ccc(NC(=O)Nc2ccccn2)cc1OC the results were DRD3 antagonist -6, HT1080 IDH1KD tx 8%, KB-V1 MDR tox inconclusive, HT1080NT lethal -8%, GLP-1R agonist 2%, IL-1B inflam inh inconclusive, SW480 rereplic -7%, DRD3 agonist 21 and KB-3-1 tox 0%.
Screening O=C(NNC(=S)Nc1ccc(Br)cc1)c1ccccc1 returned DRD3 antagonist -3, HT1080 IDH1KD tx inconclusive, KB-V1 MDR tox -11%, HT1080NT lethal -21%, GLP-1R agonist 2%, IL-1B inflam inh 46, SW480 rereplic 8%, DRD3 agonist -13 and KB-3-1 tox -4%.
`Cc1cc(C)c(C(=O)N2CCCC(CNC(=O)C3(c4ccc(Cl)cc4)CC3)C2)c(=O)[nH]1` (centres undefined) gave DRD3 antagonist 1, HT1080 IDH1KD tx 2%, KB-V1 MDR tox 0%, HT1080NT lethal 13%, GLP-1R agonist 4%, IL-1B inflam inh 8, SW480 rereplic -3%, DRD3 agonist -4 and KB-3-1 tox 7%.
`Cc1cccc(N2CCN(C(c3cccs3)c3nnnn3C(C)(C)C)CC2)c1C` (centres undefined) gave DRD3 antagonist -22, HT1080 IDH1KD tx -26%, KB-V1 MDR tox inconclusive, HT1080NT lethal 11%, GLP-1R agonist -2%, IL-1B inflam inh -3, SW480 rereplic 0%, DRD3 agonist -11 and KB-3-1 tox 4%.
Screening O=C1C(=Cc2ccncc2)CCCc2ccccc21 returned DRD3 antagonist -10, HT1080 IDH1KD tx inconclusive, KB-V1 MDR tox inconclusive, HT1080NT lethal -17%, GLP-1R agonist -1%, IL-1B inflam inh inconclusive, DRD3 agonist -5 and KB-3-1 tox inconclusive.
CCOC(=O)c1ccc(-c2ccc3oc(-c4ccsc4)cc(=O)c3c2)cc1F was read as DRD3 antagonist 7, HT1080 IDH1KD tx 18%, KB-V1 MDR tox 5%, HT1080NT lethal 13%, GLP-1R agonist -6%, IL-1B inflam inh 19, SW480 rereplic -2%, DRD3 agonist 2 and KB-3-1 tox 7%.
For O=C(CNC(=O)c1ccccc1)N/N=C/c1cccs1 the results were DRD3 antagonist -3, HT1080 IDH1KD tx inconclusive, KB-V1 MDR tox inconclusive, HT1080NT lethal 21%, GLP-1R agonist 7%, IL-1B inflam inh -6, SW480 rereplic -7%, DRD3 agonist 7 and KB-3-1 tox -4%.
Screening CC1C(c2ccccc2)=NNc2nc3c(c(=O)n(C)c(=O)n3C)n21 (centres undefined) returned DRD3 antagonist 20, HT1080 IDH1KD tx 8%, KB-V1 MDR tox -6%, HT1080NT lethal 10%, GLP-1R agonist 8%, IL-1B inflam inh 26, SW480 rereplic -16%, DRD3 agonist 5 and KB-3-1 tox 8%.
For N#C/C(=C\c1ccc(OCC(N)=O)cc1)S(=O)(=O)c1ccccc1 the results were DRD3 antagonist -11, HT1080 IDH1KD tx -4%, KB-V1 MDR tox inconclusive, HT1080NT lethal -1%, GLP-1R agonist -2%, IL-1B inflam inh 0, SW480 rereplic -3%, DRD3 agonist 0 and KB-3-1 tox 15%.
COc1ccc2nc(-c3ccc(Cl)cc3)cc(C(=O)O)c2c1 was read as DRD3 antagonist 0, HT1080 IDH1KD tx -5%, KB-V1 MDR tox -5%, HT1080NT lethal -1%, GLP-1R agonist -6%, IL-1B inflam inh -1, SW480 rereplic -4%, DRD3 agonist -1 and KB-3-1 tox -12%.
For COc1ccc(Nc2nc(-c3ccccc3)c3ccccc3n2)cc1 the results were DRD3 antagonist 0, HT1080 IDH1KD tx 19%, KB-V1 MDR tox inconclusive, HT1080NT lethal 25%, GLP-1R agonist 2%, IL-1B inflam inh -22, SW480 rereplic -6%, DRD3 agonist 5 and KB-3-1 tox 1%.
For COC(=O)C1CCN(C(=O)c2cc(-c3ccc(Cl)s3)nc3ccccc23)CC1 the results were DRD3 antagonist 107, HT1080 IDH1KD tx inconclusive, KB-V1 MDR tox inconclusive, HT1080NT lethal inconclusive, GLP-1R agonist 3%, IL-1B inflam inh -6, SW480 rereplic 2%, DRD3 agonist 23 and KB-3-1 tox inconclusive.
`Clc1ccccc1C1=CC(c2ccco2)n2ncnc2N1` (centres undefined) gave DRD3 antagonist 5, HT1080 IDH1KD tx -12%, KB-V1 MDR tox 20%, HT1080NT lethal -4%, GLP-1R agonist 14%, IL-1B inflam inh 15, SW480 rereplic -4%, DRD3 agonist 9 and KB-3-1 tox -2%.
`Cc1nc(-c2nc(-c3c(C(=O)NNC(=O)c4ccc(Cl)cc4)noc3C)cs2)cs1` gave DRD3 antagonist -3, HT1080 IDH1KD tx -10%, KB-V1 MDR tox 0%, HT1080NT lethal -10%, GLP-1R agonist 1%, IL-1B inflam inh 11, SW480 rereplic 7%, DRD3 agonist -4 and KB-3-1 tox -10%.

Compounds as they come; 12% or so of the library scored in one or more.
